TDP2 inh – blocks human TDP2 phosphodiesterase activity; O95551; recombinant TDP2, T5PNP hydrolysis, p-nitrophenol absorbance 415 nm; inhibition, % at 12.8 µM; actives 0.34% (n = 370,000);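 active = inhibition above the mean of all tested compounds plus 3 SD, set per campaign, cut at about 25% in these data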;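 also: 0% = DMSO with enzyme and 100% = buffer with substrate but no TDP2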
Target sequence (O95551 whole entry, looked up): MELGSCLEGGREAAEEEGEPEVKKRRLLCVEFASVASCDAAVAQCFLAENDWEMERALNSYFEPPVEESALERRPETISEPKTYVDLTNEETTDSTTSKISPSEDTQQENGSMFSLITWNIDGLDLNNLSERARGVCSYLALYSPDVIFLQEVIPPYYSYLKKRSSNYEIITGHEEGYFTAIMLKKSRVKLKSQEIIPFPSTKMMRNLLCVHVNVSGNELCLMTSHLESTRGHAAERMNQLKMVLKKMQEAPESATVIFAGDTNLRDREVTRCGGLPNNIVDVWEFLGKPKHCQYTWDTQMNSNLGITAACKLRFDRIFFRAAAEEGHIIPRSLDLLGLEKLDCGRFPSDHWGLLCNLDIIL
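Incubation: 2 h at 37 °C; Test system: recombinant human TDP2; Quantity: enzyme 120 nM; Read-out basis: percent inhibition; Medium: 50 mM Tris-HCl pH 7.5 with Mg2+, KCl, DTT, BSA; Repeats: single replicate; Compound: 12.8 µM single point, 1% DMSO; Signal: epi absorbance; Reagent: 5 mM T5PNP chromogenic substrate; Benchmarks: no-enzyme high, DMSO-plus-enzyme low.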
mABHD4 FP – ABHD4 (mouse) inhibition, primary FP screen | Q8VD66 | purified mABHD4, FP-Rh probe fluorescence polarization | inhibition, % at 8.92 µM | actives 0.54% (n = 370,000);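 active = inhibition exceeding the mean over every tested compound plus 3 SD, cut at about 30% in these data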;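 also: 0% = plate median of compound wells and 100% = S159A mutant with DMSO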
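system = mouse ABHD4 enzyme, wild type | medium = HEPES pH 7.0, NaCl, Pluronic buffer | also added = FP-Rh probe | incubation = Enzyme–compound pre-incubation 45 min, then probe 60 min, both 25 °C | technique = fluorescence polarization, excitation 525 nm, emission 598 nm, BODIPY TMR filters | controls = S159A mutant high control, sample median low control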
PRMT1 inh – blocks human protein arginine methyltransferase 1 | Q99873 | recombinant PRMT1, activity-based probe fluorescence polarization | inhibition, % at 2.79 µM | actives 1.3% (n = 370,000);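 active = inhibition above about 21% made by adding two undisclosed values, limit read from the data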
rCAG RNA binder – molecules binding r(CAG) RNA repeats; r(CAG) RNA repeat, TO-PRO-1 dye displacement fluorescence; actives 1.3% (n = 370,000); inhibition, % at 3 µM; AID 651821;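 active = inhibition above the plate cutoff, the mean of all test compounds on that plate plus 3 SD, cut at about 35% in these data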;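 also: 0% = DMSO alone and 100% = 100 µM mitoxantrone as full dye displacement; higher means more dye released from RNA so lower well fluorescence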
MBD2 DNA inh – inhibitors of human MBD2 binding to methylated oligonucleotide; Q9UBB5; TR-FRET; inhibition, % at 4.4 µM; actives 0.31% (n = 370,000); in the data active = inhibition above about 13%
GC-B act – GC-B (human) receptor activation; actives 0.11% (n = 370,000); activation, % at 10 µM; HEK293-GC-B cells, CNP EC30, cGMP TR-FRET; 0% at EC30 CNP, 100% saturating CNP; AID 1920062; P20594;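 active = activation at 10 µM reaching about 35% in either raw or pattern-adjusted values, limit read from the data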
LEDGF integ inh – blocks HIV-1 LEDGF/p75-dependent DNA integration; TR-FRET IN-LEDGF/p75 DNA integration, Eu/Cy5; inhibition, % at 3.7 µM; actives 0.64% (n = 370,000);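 active = inhibition above the screen-wide mean plus 3 SD, cut at about 13% in these data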;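 also: signal is the Cy5 over europium emission ratio at 671 and 618 nm; 0% = plate median of compound wells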
HTRA1 inhibitor – HTRA1 (human) protease inhibition. AID 504803. actives 0.5% (n = 340,000). recombinant HTRA1, FP-rhodamine activity-based probe, fluorescence polarization. inhibition, % at 5.96 µM. Q92743; in the data active = inhibition above about 36%;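 also: 0% = enzyme with DMSO and 100% = wells lacking enzyme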
Target sequence (Q92743 whole entry, looked up): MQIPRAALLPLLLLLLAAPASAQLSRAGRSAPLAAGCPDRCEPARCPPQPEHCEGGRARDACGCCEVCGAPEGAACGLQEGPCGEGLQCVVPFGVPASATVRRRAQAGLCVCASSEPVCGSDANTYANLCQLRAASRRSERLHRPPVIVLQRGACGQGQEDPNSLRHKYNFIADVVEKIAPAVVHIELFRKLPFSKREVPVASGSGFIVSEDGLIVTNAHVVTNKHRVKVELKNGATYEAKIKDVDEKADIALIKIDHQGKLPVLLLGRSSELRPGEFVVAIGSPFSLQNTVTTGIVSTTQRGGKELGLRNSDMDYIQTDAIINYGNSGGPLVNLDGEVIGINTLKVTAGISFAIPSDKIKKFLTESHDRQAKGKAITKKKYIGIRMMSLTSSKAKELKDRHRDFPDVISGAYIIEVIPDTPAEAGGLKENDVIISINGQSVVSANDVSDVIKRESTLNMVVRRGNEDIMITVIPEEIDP
TCR-CD3 inh – inhibitors of human TCR-CD3 interaction | TAMRA-labeled TCR probe fluorescence, biochemical | inhibition, % at 9.4 µM | actives 0.37% (n = 360,000); in the data active = inhibition above about 19%;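 also: recombinant mutant TCR 2C K166C tagged with TAMRA read by polarization; 0% = receptor in buffer alone and 100% = receptor with positive control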
SIAE inh – inhibitors of human sialic acid acetylesterase SIAE; inhibition, % at 9.66 µM; Q9HAT2; SIAE FP-Rh probe binding, fluorescence polarization; actives 0.69% (n = 370,000);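 active = inhibition above a cutoff: mean of compounds within the control limits plus 3 SD of those, cut at about 17% in these data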;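 also: 0% = plate median of compound wells and 100% = probe without SIAE protein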
An asterisk follows results filed as active; x = not tested or not shown.

structure,TDP2 inh,mABHD4 FP,PRMT1 inh,rCAG RNA binder,MBD2 DNA inh,GC-B act,LEDGF integ inh,HTRA1 inhibitor,TCR-CD3 inh,SIAE inh
CCc1ccc(Nc2ccc(S(=O)(=O)N3CCOCC3)cc2[N+](=O)[O-])cc1,8,5,0,2,-4,3,2,5,7,9
CCC(=O)NCCCNc1nc2c(C)cccc2cc1C#N,1,-3,-4,-5,2,-4,0,-4,0,8
CCCC(=O)Nc1ccc(C(=O)NNC(=S)NC(=O)c2cccs2)cc1,0,-21,0,9,0,-7,1,12,15,-4
CCOC(=O)C(C)S(=O)(=O)c1ccc(C(F)(F)F)cn1 (centres undefined),-3,8,0,-1,0,5,-6,1,-3,0
CCc1ccc(Nc2ncc3c(n2)CC(c2ccc(OC)cc2)CC3=O)cc1 (centres undefined),-3,4,-1,1,-1,-6,-1,-7,2,5
O=C(O)CCNC(=O)/C(=C/C=C/c1ccccc1)NC(=O)c1ccccc1,-2,4,3,1,-4,0,-4,3,-1,-3
Cc1ccc(S(=O)(=O)n2c([N+](=O)[O-])cnc2C)c(C)c1C,1,5,1,1,1,-4,-1,2,4,-3
CCOC(=O)c1ccc(NNC(C)=O)c([N+](=O)[O-])c1,-1,-4,1,1,-2,2,0,6,0,3
O=c1[nH]c(O)c(/C=C2\C=Nc3ccc(Br)cc32)[nH]1,-16,20,2,12,3,-5,-4,10,-6,2
N#CC1C(=O)NC(=O)C(C#N)C12CCCc1sccc12 (centres undefined),6,-1,-1,2,0,2,-1,10,2,7
COC(=O)[C@@]12C[C@@H](CC(=O)NCc3ccccc3)C(=O)N(CCc3ccc(OC)c(OC)c3)C1=CCC(C)(C)C2,0,-6,-1,2,7,-8,-2,x,-8,6
Cc1nn2c(-c3ccncc3)nnc2c2ccccc12,9,-2,-1,-3,4,-5,-3,2,1,4
CC1(C)NC(C(=O)O)Cc2c1[nH]c1ccccc21 (centres undefined),16,0,0,1,-1,0,0,-1,5,-7
C[C@H]1CN([C@@H](C)CO)C(=O)c2cccc(NC(=O)C3CC3)c2O[C@H]1CN(C)S(=O)(=O)c1ccccc1,9,-4,-1,-5,-6,-3,-1,-4,8,6
CN(C)c1nc(N)c(C(=O)N=C(N)N)nc1Cl,0,-1,0,4,-4,-1,1,3,-6,0
O=C(Cc1ccccc1Cl)NNC(=O)Nc1ccccc1,0,4,-2,1,-3,5,-1,3,4,-1
O=C(CNC(=O)N1CC(=O)Nc2ccccc21)Nc1ccc(Br)cc1F,-5,-6,-3,4,-1,6,3,4,-10,0
COc1ccc(OC[C@@H](O)CN2CCC(C(O)(c3ccccc3)c3ccccc3)CC2)cc1,-19,-5,-3,0,1,-10,4,x,x,-8
CC(C)Cc1nnc(NC(=O)CCC(=O)N2CCN(c3ccc(Cl)cc3)CC2)s1,6,5,-3,-2,-2,-1,1,2,4,-2
O=C(/C=C/c1ccc(S(=O)(=O)N2CCOCC2)cc1)N1CCN(c2ccc(F)cc2)CC1,0,12,2,-5,3,3,-2,4,-1,0
CCc1nc(-n2[nH]c(=O)c3ccccc3c2=O)c2c3c(sc2n1)CCCC3,-6,1,4,3,-4,0,-1,-5,-2,0
Cc1nnn(C23CC4CC(CC(C(=O)NN)(C4)C2)C3)n1,-3,2,0,-3,7,2,-2,-2,-5,4
O=C(Nc1ccccc1F)c1ccc2ncsc2c1,3,0,14,3,3,2,-4,-1,0,-4
Cc1ccc(NC(=O)CSc2nnc(NC(=O)CN3CCOCC3)s2)cc1,-1,2,0,-2,3,1,3,11,2,-1
O=C(O)c1cc2n(n1)CCN(Cc1ccccc1Cl)C2=O,3,2,0,-1,2,2,-1,7,-6,-8
COc1ccc(/C=N/OCC(=O)NC(c2ccccc2)c2ccccc2)cc1OC,-1,1,3,0,3,-1,-3,-10,1,4
O=C1N(Cc2cccc(Cl)c2)C[C@@H]2C[C@@H](c3cccn3-c3nccs3)N3CCC[C@@]123,-16,-3,-4,3,-3,-24,0,-7,0,-1
O=C(O)c1ccc2c(c1)C(=O)N(CCCCCCCN1C(=O)c3ccc(C(=O)O)cc3C1=O)C2=O,-7,20,0,37*,-4,3,-2,7,12,0
CC(OC(=O)CCc1nc2ccccc2c(=O)[nH]1)C(=O)NC1CCCC1 (centres undefined),5,5,-2,-3,-1,-2,1,3,3,-3
COc1cccc(-c2nc(-c3cccc(C)c3)nc3cc(Cl)ccc23)c1,-11,5,-4,3,-4,-4,5,x,11,1
C#Cc1ccc([C@@H]2C=C(C(=O)N3CCN(Cc4ccccc4)CC3)O[C@H](OCC)[C@H]2CCCO)cc1,4,-4,0,-4,1,-1,2,-9,-3,2
CCn1c(SCC(=O)c2ccc3c(c2)OCCO3)nnc1C(C)C,2,-1,2,-3,0,1,0,0,4,2
COc1ccccc1NC(=O)c1cc2n(n1)C(C(F)(F)F)CC(c1ccc3c(c1)OCO3)N2 (centres undefined),-12,-9,-2,1,4,-6,0,-15,7,-2
O=C(/C=C/c1ccccc1Cl)c1ccc[nH]1,0,-3,1,3,-3,0,0,-11,-3,-3
O=c1[nH]c2ccccc2n1C1CCCCC1,-5,-11,1,-1,6,5,6,-2,1,-8
CCOC(=O)C1(C)CCCN(C(=O)CCc2ccccc2)C1 (centres undefined),-3,-4,1,0,7,-3,3,x,-6,3
O=C(Nc1cccc2cccnc12)c1ccc(Cl)cc1Cl,2,-5,0,6,1,0,-5,-18,-12,-8
COc1nc(OCCNC(C)=O)nc(N(C)C)n1,-4,1,2,3,3,5,2,-1,3,2
O=c1[nH]c2cc([N+](=O)[O-])cc(Cl)c2c2ccccc12,-10,-2,-5,5,-8,-1,2,2,-2,-7
CCn1ccnc1CN(C)Cc1c(C(=O)N2CCCCCCC2)nc2ccc(Cl)cn12,0,5,4,-11,-3,-3,2,5,-4,-3
CC(C)(C)c1ccc(C(=O)NNc2ccc(F)cc2F)cc1,-9,-14,1,0,-2,4,9,-1,-1,22*
COc1cc(C(C#N)N2CCC(c3ccccc3)=N2)ccc1O (centres undefined),-16,-3,7,-2,-2,2,-3,3,1,-1
COCCNCC(=O)N1c2ccccc2Sc2ccccc21,11,5,-2,-7,2,1,0,5,-2,3
O=C1c2cccnc2C(O)N1C1CCCCC1 (centres undefined),10,0,-6,-2,-6,-1,0,-6,7,-1
O=C(CP(=O)(c1ccccc1)c1ccccc1)Nc1cccc(CP(=O)(c2ccccc2)c2ccccc2)c1,-27,-16,-3,-6,-4,4,1,-10,-7,-4
Cc1ccccc1NC1=C(C(=O)c2ccccc2)N(C)S(=O)(=O)c2ccccc21,-10,4,-5,-1,-3,3,0,3,3,-11
CN(C)CCC(O)(c1ccccc1)c1ccccc1Cl (centres undefined),1,-8,3,1,5,-7,5,-6,-6,6
CCN(C[C@H]1N[C@@](Cc2ccccc2)(C(=O)OC)[C@H]2C(=O)N(C)C(=O)[C@@H]12)C(=O)COc1ccccc1,5,-1,-1,0,-6,-4,1,-2,9,-5
COc1cccc(N2C(=O)C3CCCN3C2c2ccc(N(C)C)cc2)c1 (centres undefined),-2,5,0,3,1,-9,2,-4,10,-4
CCN(c1ccccc1)S(=O)(=O)c1c[nH]c2ccc([N+](=O)[O-])cc12,-12,-5,1,27,-7,-5,1,-26,9,-10

Remaining list, next part:
structure,TDP2 inh,mABHD4 FP,PRMT1 inh,rCAG RNA binder,MBD2 DNA inh,GC-B act,LEDGF integ inh,HTRA1 inhibitor,TCR-CD3 inh,SIAE inh
O=C(COC(=O)CSc1ccccc1)NC1CCS(=O)(=O)C1 (centres undefined),-8,-6,7,6,8,-1,-2,0,-4,1
O=C(Nc1ccccc1Cl)OCc1cncs1,-2,-5,-2,-6,-6,1,1,-9,-1,6
O=C(c1ccc2c(=O)n3c(nc2c1)CCC3)N1CCN(S(=O)(=O)c2ccccc2Br)CC1,7,3,5,0,2,-2,-7,6,-8,3
COc1cc(C(=O)OCC(=O)Nc2cc(C)on2)ccc1OCc1ccccc1Cl,-9,2,3,-1,1,-6,3,-4,-6,-8
COc1ccccc1NC(=S)NCCc1ccc(S(N)(=O)=O)cc1,-8,2,-5,-2,-1,1,2,-2,5,2
COC(=O)c1ccccc1NC(=O)COC(=O)c1ccco1,5,8,2,4,3,-3,0,-2,-3,0
Cc1ccc(CNC(=O)CSc2nnc3n2CCCCC3)cc1,6,-2,-5,3,-2,3,0,-10,7,-2
O=C(NCc1cccc(C(F)(F)F)c1)C1CC(c2ccc(C(F)(F)F)cc2)=NO1 (centres undefined),1,-1,0,-2,4,4,0,-9,1,-7

A portion of the library; count on the stated rates, not on these rows.
